Screening results (PubChem)
TNAP inhibition = inhibition of tissue-nonspecific alkaline phosphatase – biochemical, luminescent (AID 518). purified TNAP enzyme, luminescent substrate readout; higher % means a stronger effect. one-dose inhibition, % at 20 µM; IC50 in µM for titrated hits. 0.09% of 64,000 active; in the data active = a potency from the dose series; inactive = the rest, 99 in 100 with inhibition below about 22%;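 note: plate controls were vehicle for no effect and reference inhibitor for full effect; many of its hits are not listed in these tables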
HPDE-C7 viability = HPDE-C7 pancreatic duct cell viability loss – fluorescence, HTS (AID 430); HPDE-C7 pancreatic duct cells viability, fluorescence; higher % means a stronger effect; one-dose cytotoxicity, % at 10 µM; EC50 in µM for titrated hits; 1.8% of 63,000 active;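 note: cells exposed to compound for 48 hours before viability readout; 0% = vehicle and 100% = reference cytotoxic drug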
Bfl-1 inhibitors = Bfl-1 inhibitors, primary screen, biochemical, fluorescence polarization, FITC-Bid, mouse (AID 432); FITC-Bid BH3 peptide fluorescence polarization displacement; higher % means a stronger effect; displacement, % at 20 µM, or IC50 in µM where a hit was titrated; 0.02% of 64,000 active; in the data active = a potency from the dose series; inactive = the rest, 99 in 100 with displacement below about 15%; note: strong numbers were not always called active
Spn PMK inh = inhibitors of Streptococcus pneumoniae phosphomevalonate kinase; purified PMK, PK/LDH-coupled NADH absorbance 340 nm; inhibition, % at 10 µM; 0.49% of 65,000 active; AID 539;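 active = top-ranked compounds by inhibition in the single 10 µM screen, taking a fixed number of the strongest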;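 note: 0% = full reaction with DMSO carrier and 100% = background rate without enzyme reaction; no value below 0 was filed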
HT1080 viability = cytotoxicity in HT1080 fibrosarcoma cells, cell-based, fluorescence readout (AID 620) | HT1080 viability, fluorescence; higher % means a stronger effect | cytotoxicity, % at 10 µM, or EC50 in µM where a hit was titrated | 0.42% of 87,000 active;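 note: cells exposed to compound overnight then 4 h with Alamar Blue; 0% = vehicle DMSO and 100% = killing control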
LYP phosphatase = inhibition of human PTPN22 tyrosine phosphatase – biochemical, DiFMUP fluorescence, recombinant catalytic domain, 10 µM, primary screen (AID 606); recombinant LYP catalytic domain, DiFMUP fluorescence; higher % means a stronger effect; 52,000 tested, under 10 active; inhibition, % at 10 µM; hits with a dose series show IC50 in µM;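 active = IC50 under 40 µM in the dose-response test; inactive = IC50 of 40 µM or more, or never dose-tested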
Spn DPM-DC inh = S. pneumoniae DPM-DC inhibition; AID 556; calls only at 10 µM; 0.49% of 65,000 active; purified DPM-DC, PK/LDH coupled NADH fluorescence;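 active = the 320 compounds with the highest percent inhibition in the single-dose primary screen, excluding strongly autofluorescent ones, cut at about 32% in these data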;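 note: kinetic rate of NADH fluorescence loss reporting ADP formed by the decarboxylase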
Spn MK inh = blocks S. pneumoniae mevalonate kinase. inhibition, % at 10 µM. AID 555. purified MK, PK/LDH-coupled NADH absorbance 340 nm. 0.48% of 65,000 active;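 active = ranked among the strongest by inhibition in the single 10 µM screen, a fixed top-ranked set picked for dose follow-up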; note: no value below 0 was filed
KRASV12 cytotoxicity = viability loss of HPDE-C7K cells – cell-based, fluorescence, HTS, primary screen (AID 431); 1.7% of 63,000 active; one-dose cytotoxicity, % at 10 µM; EC50 in µM for titrated hits; HPDE-C7K KRASV12 cells, Alamar Blue viability, 48 h; higher % means a stronger effect;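 active = compounds whose percent cytotoxicity in the single-dose primary screen, scaled between solvent and toxic-drug controls, exceeds 50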;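 note: 0% = DMSO solvent wells and 100% = doxorubicin-treated wells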
Spn PMK inh pilot replicates = recorded beside Spn PMK inh, whose call it bears; inhibition, %; measured here: pilot screen replicates
Spn MK inh pilot replicates = second read-out of Spn MK inh, no call of its own (marks repeat the call); inhibition, %; measured here: pilot screen replicates
Spn DPM-DC inh pilot screen % = recorded beside Spn DPM-DC inh, whose call it bears; inhibition, %; measured here: pilot screen trials
An asterisk follows results filed as active; i = inactive; . = no result given; + = active, no number. Cut-off read from the data, not from the text of the source, unless noted: active = cytotoxicity above about 50%; inactive = the rest.

SMILES | TNAP inhibition | HPDE-C7 viability | Bfl-1 inhibitors | Spn PMK inh | HT1080 viability | LYP phosphatase | Spn DPM-DC inh | Spn MK inh | KRASV12 cytotoxicity | others
Cc1c(NC(=O)Nc2ccc(Cl)c(Cl)c2)c(=O)n(-c2ccccc2)n1C | 3% | 66%* | 6% | 0 | 0% | 6% | i | 2 | 71%*
COc1ccc(-n2cnc3c(cnn3CCC#N)c2=N)cc1 | 2% | -7% | -4% | 17 | -5% | . | i | 3 | -1%
COc1ccc(Cl)c(NCCC(=O)O)c1 | 14% | -2% | -4% | 0 | -2% | 12% | i | 4 | 2% | Spn PMK inh pilot replicates=0.0;Spn MK inh pilot replicates=0.0;Spn DPM-DC inh pilot screen %=0.0
O=C(c1ccccc1)c1ccc2nc[nH]c2c1 | 12% | 17% | -6% | 5 | -2% | . | i | 3 | -9% | Spn PMK inh pilot replicates=5.0;Spn MK inh pilot replicates=1.5;Spn DPM-DC inh pilot screen %=1.5
O=C1c2cccnc2C(O)N1C1CCCCC1 (stereo not drawn) | 4% | 4% | 7% | 15 | 6% | -1% | i | 1 | -3%
COc1ccc(OC)c(N(CC(=O)Nc2ccc3c(c2)OCCO3)S(C)(=O)=O)c1 | 12% | -8% | -6% | 9 | -2% | 11% | i | 10 | -3%
Cc1ccc2c(c1)C(C)(C)[C@]1(C)NC(=O)CCN21 | 6% | . | -7% | 12 | -8% | -2% | i | 9 | .
CS(=O)(=O)Nc1ccc(S(=O)(=O)Nc2nccs2)cc1 | 8% | -8% | -1% | 6 | 3% | 20% | i | 7 | -8% | Spn PMK inh pilot replicates=0.0;Spn MK inh pilot replicates=0.0;Spn DPM-DC inh pilot screen %=0.0
O=C(NC(Cc1ccccc1)c1nc2ccccc2[nH]1)C1CC(=O)N(c2ccc3c(c2)OCCO3)C1 (stereo not drawn) | -10% | 2% | -1% | 20 | -4% | 9% | i | 2 | 1%
COc1ccc(Cn2c(CCC(=O)N3CCN(c4ccccn4)CC3)nc3ncccc3c2=O)cc1 | 6% | 4% | -4% | 10 | 1% | -22% | i | 6 | -3%
O=c1[nH]c2ccccc2c(=O)n1Cc1ccco1 | 13% | 3% | 5% | 20 | -5% | 7% | i | 2 | 2%
COc1cc(C(=O)Nc2cccc(-c3nc4ccccc4o3)c2C)cc(OC)c1OC | 18% | . | 0% | 7 | 9% | 14% | i | 5 | .
CC(C)CNc1cc(=O)n(C)c(=O)n1C | 14% | -10% | -4% | 0 | 1% | 11% | i | 2 | -11%
O=C(O)CSc1nnc(Cn2nnc3ccccc32)n1CCc1ccccc1 | 10% | -3% | 2% | 9 | -6% | 4% | i | 3 | -12%
CCc1ccccc1-n1c(SCC(=O)N2CCCC2)nnc1-c1ccccn1 | 14% | 2% | 4% | 14 | -6% | -2% | i | 11 | 5% | Spn PMK inh pilot replicates=0.0;Spn MK inh pilot replicates=0.0;Spn DPM-DC inh pilot screen %=0.0
COc1cc2c3c(c1)C1(C(=O)N3C(C)(C)C=C2C)C(C#N)=C(N)Oc2cc(O)ccc21 (stereo not drawn) | 8% | -9% | -1% | 0 | -2% | 5% | i | 8 | -21%
COc1ccc2[nH]c(C(=O)O)c(CCNC(C)=O)c2c1 | 5% | -3% | 0% | 11 | 12% | 7% | i | 3 | 0%
N#Cc1nc(-c2ccccc2F)oc1N1CCCC1 | 9% | 6% | -2% | 9 | 1% | -8% | . | 3 | -5%
O=C(COc1ccc2c3c(c(=O)oc2c1)CCC3)NC1CCCCC1 | -4% | -1% | 2% | 15 | 0% | 12% | . | 0 | -5%
O=C(CCCn1c(=S)[nH]c2ccccc2c1=O)N1CCOCC1 | 4% | -24% | 1% | 13 | 4% | 2% | i | 3 | -17%
CCN(CC)C(=O)C1CCCN(C(=O)Nc2ccc3nsnc3c2)C1 (stereo not drawn) | 3% | 4% | 6% | 0 | -5% | 1% | i | 7 | 2%
CCc1nnc(NC(=O)CSc2nnc(Cc3ccccc3)n2-c2ccc(OC)cc2)s1 | 20% | 10% | -7% | 6 | -4% | 6% | i | 4 | 17% | Spn PMK inh pilot replicates=2.0;Spn MK inh pilot replicates=0.0;Spn DPM-DC inh pilot screen %=3.0
COc1ccc2nc3oc(C(=O)NC4CCN(Cc5ccccc5)CC4)cc3cc2c1 | 15% | 4% | -11% | 10 | 27% | . | . | 3 | 13% | Spn PMK inh pilot replicates=5.5;Spn MK inh pilot replicates=1.0
CC1(C)Cc2ccccc2C(N)=C1C#N | 8% | -7% | -4% | 0 | 37% | 7% | i | 3 | -7% | Spn PMK inh pilot replicates=0.0;Spn MK inh pilot replicates=2.0;Spn DPM-DC inh pilot screen %=0.0
COc1cc(CN2CCN(c3cccc(C)c3C)CC2)cc(OC)c1O | -2% | 8% | -3% | 0 | 3% | 13% | i | 51* | 9%
O=C(O)c1ccc(Br)c(S(=O)(=O)N2CCCC2)c1 | 5% | 0% | -1% | 7 | 4% | . | i | 6 | -17%
COc1cccc(C2N(c3ccc(Cl)c(Cl)c3)C(=O)C3CCCN32)c1OC (stereo not drawn) | 5% | . | -1% | 21 | 2% | 1% | i | 0 | .
COc1ccc(C2CC(=O)N3CN(c4ccccc4F)CSC3=C2C#N)cc1OC (stereo not drawn) | 7% | -16% | 1% | 6 | 1% | 15% | i | 8 | -2%
CC(=O)Nc1cccc(-c2nc3ccc(NC(C)=O)cc3[nH]2)c1 | 7% | 10% | 3% | 6 | -19% | 10% | . | 4 | 11%
CCOC(=O)c1nnn(-c2nonc2N)c1-c1ccc(OCC)cc1 | 12% | 0% | -4% | 10 | 30% | . | i | 1 | -4%
CCn1c(SCC(=O)N2CCCc3ccccc32)nc2ccccc2c1=O | 5% | 5% | 0% | 10 | 42% | . | i | 4 | 22%
O=C(NCCCN1CCOCC1)c1cc2cc(Br)ccc2oc1=O | -2% | -16% | -7% | 8 | 10% | 3% | i | 0 | -23%
Cc1ccccc1CN(c1ccc(C(=O)N2CCCC2)cc1)S(C)(=O)=O | 11% | 3% | -7% | 5 | -2% | 0% | i | 3 | 5%
CCCCC(=O)N1CCCC(c2nc3c(nnn3Cc3cc(C)ccc3C)c(=O)[nH]2)C1 (stereo not drawn) | 15% | 12% | -2% | 5 | -7% | -4% | i | 0 | 18%
COc1ccc(C)cc1NC(=O)CNC(=O)Cn1ccc2ccccc2c1=O | 12% | 12% | -2% | 14 | 7% | 8% | i | 8 | 16% | Spn PMK inh pilot replicates=2.0;Spn MK inh pilot replicates=0.5;Spn DPM-DC inh pilot screen %=0.0
CC(CN1CCOCC1)C(=O)O (stereo not drawn) | 10% | -5% | -11% | 18 | -2% | 2% | i | 2 | -4%

Ordered by SMILES length (largest number first): five of the compounds above
SMILES | TNAP inhibition | HPDE-C7 viability | Bfl-1 inhibitors | Spn PMK inh | HT1080 viability | LYP phosphatase | Spn DPM-DC inh | Spn MK inh | KRASV12 cytotoxicity | others
CCCCC(=O)N1CCCC(c2nc3c(nnn3Cc3cc(C)ccc3C)c(=O)[nH]2)C1 (stereo not drawn) | 15% | 12% | -2% | 5 | -7% | -4% | i | 0 | 18%
COc1cccc(C2N(c3ccc(Cl)c(Cl)c3)C(=O)C3CCCN32)c1OC (stereo not drawn) | 5% | . | -1% | 21 | 2% | 1% | i | 0 | .
Cc1ccccc1CN(c1ccc(C(=O)N2CCCC2)cc1)S(C)(=O)=O | 11% | 3% | -7% | 5 | -2% | 0% | i | 3 | 5%
COc1cc(CN2CCN(c3cccc(C)c3C)CC2)cc(OC)c1O | -2% | 8% | -3% | 0 | 3% | 13% | i | 51* | 9%
O=C(NCCCN1CCOCC1)c1cc2cc(Br)ccc2oc1=O | -2% | -16% | -7% | 8 | 10% | 3% | i | 0 | -23%

(next part)
SMILES | TNAP inhibition | HPDE-C7 viability | Bfl-1 inhibitors | Spn PMK inh | HT1080 viability | LYP phosphatase | Spn DPM-DC inh | Spn MK inh | KRASV12 cytotoxicity | others
COc1ccc(-n2nc3c(c2NC(=O)c2ccc(Br)cc2)CS(=O)C3)cc1 (stereo not drawn) | 7% | 6% | -6% | 1 | 6% | 1% | i | 5 | 13%
COc1cc(OC)c(C2=NOC(C(=O)O)C2)cc1Cl (stereo not drawn) | 2% | -4% | -7% | 2 | 6% | 6% | i | 4 | -7%
Nc1nonc1C(=O)NCCc1ccccc1 | 5% | 5% | -5% | 2 | 3% | 9% | i | 0 | -2%
CCOC(=O)CC(=O)CSc1ccc2nnc(-c3ccc(C)cc3)n2n1 | 10% | 4% | -3% | 11 | -2% | 1% | + | 8 | 1%
Cc1cccc(Cn2c(N3CCN(c4ccccc4)CC3)nc3c2c(=O)n(C)c(=O)n3C)c1 | 14% | 22% | -12% | 16 | 9% | 14% | i | 11 | 16%
CCc1ccc(NC(=O)CSc2nnc(Cn3c(=O)sc4ccccc43)n2C)cc1 | 6% | -17% | 3% | 4 | 4% | . | i | 2 | 2%
C=C(C)c1cccc(C(C)(C)NC(=O)Nn2cnnc2)c1 | 10% | 3% | 2% | 20 | 1% | 4% | i | 8 | 2%
O=C(COC(=O)C1CCCCC1C(=O)N1CCc2ccccc21)NCc1ccco1 (stereo not drawn) | 5% | -1% | -7% | 9 | -10% | 9% | i | 0 | 0%
O=C(NC1=NCCS1)c1ccc2c(c1)C(=O)N(Cc1ccco1)C2=O | 13% | -13% | 3% | 10 | 2% | 15% | i | 13 | -7% | Spn PMK inh pilot replicates=1.5;Spn MK inh pilot replicates=0.0;Spn DPM-DC inh pilot screen %=0.5
Cc1cc(NC(=O)CS(=O)(=O)c2cn(Cc3ccc(F)cc3)c3ccccc23)no1 | 10% | -15% | 3% | 0 | -2% | 10% | i | 3 | -6%
COC(=O)C1=C(N)n2c(s/c(=C\c3cccnc3)c2=O)=C(C(=O)OC)C1c1cccnc1 (stereo not drawn) | 6% | 3% | -6% | 8 | 14% | . | i | 7 | -4%
Clc1ccc(-n2ncc3c(NCc4ccco4)ncnc32)cc1 | 5% | 17% | -5% | 4 | -3% | 15% | i | 10 | 9%
C=C(C)CSc1nc(N)c2c3c(sc2n1)CCC3 | 12% | 3% | 4% | 6 | -4% | 24% | i | . | -8%
N#Cc1c(NC(=O)CSC2=NCCS2)sc2c1CCCC2 | 7% | -15% | -6% | 10 | 0% | 12% | i | 0 | -22%
Cc1cccc2cc(COC(=O)C(C)C)c(=O)[nH]c12 | 8% | 1% | -3% | 11 | -3% | . | i | 2 | 0%
COC(=O)c1c(C)n(-c2ccc(OC)cc2)c2ccc(O)cc12 | 6% | -12% | -10% | 7 | -1% | 4% | i | 12 | -8%
COc1ccc(OC)c(NC(=O)CC(Cc2ccccc2OC)C(=O)O)c1 (stereo not drawn) | 5% | -3% | -3% | 2 | . | . | i | 2 | 2%
